Compound activity from PubChem BioAssay.
Mtb BioA inh: inhibitors of Mycobacterium tuberculosis BioA enzyme | purified M. tuberculosis BioA enzyme, plate reader | inhibition, % at 9.99 µM | 360,000 tested, 0.096% active | AID 602481; in the data active = inhibition above about 40%
Numbers without * were called inactive. A portion of the library (hit frequency here may not be typical).

SMILES	Mtb BioA inh
CC(C)NC(=O)N(C)C[C@@H]1Oc2ccc(NS(=O)(=O)c3cccs3)cc2C(=O)N([C@H](C)CO)C[C@@H]1C	-1.9
C[C@@H]1CN([C@@H](C)CO)C(=O)c2cccc(N(C)C)c2O[C@@H]1CN(C)C(=O)Nc1ccccc1	1.3
O=C(C1=C[C@@H](c2ccc(Br)cc2)C[C@@H](OCc2ccc(CO)cc2)O1)N1CCCC1	2.5
COc1ccc(NC(=O)N2CCCCN3[C@H](C2)[C@H](c2ccc(C#Cc4ccccn4)cc2)[C@@H]3CO)cc1	0.8
O=C(C[C@H]1C=C[C@@H](NC(=O)Nc2ccc(F)cc2)[C@H](CO)O1)NCCN1CCCC1	1.1
C[C@@H]1CN([C@H](C)CO)C(=O)c2cc(NS(=O)(=O)c3cn(C)cn3)ccc2O[C@H]1CN(C)C(=O)NC1CCCCC1	-2.3
O=C(Nc1cc(F)ccc1F)N1CCCCN2[C@H](C1)[C@@H](c1ccc(-c3ccncc3)cc1)[C@@H]2CO	-1.4
COc1cccc(-c2ccc3c(c2)O[C@@H](CN(C)C(=O)c2ccccc2F)[C@H](C)CN([C@H](C)CO)S3(=O)=O)c1	-0.5
C[C@@H]1CCCCO[C@@H](CN(C)C(=O)Cc2ccccc2)[C@H](C)CN([C@@H](C)CO)C(=O)c2cc(NS(=O)(=O)c3cccs3)ccc2O1	1.7
CCCN(C)C[C@@H]1Oc2cc(-c3ccccc3)ccc2S(=O)(=O)N([C@@H](C)CO)C[C@@H]1C	0.1
CCCC#Cc1cnc2c(c1)C(=O)N([C@H](C)CO)C[C@@H](C)[C@H](CN(C)C(=O)c1ccc(F)cc1)O2	1.3
CNC[C@H]1Oc2ccc(NC(=O)Cc3ccccc3)cc2CC(=O)N([C@H](C)CO)C[C@H]1C	-0.6
C[C@@H]1CN([C@@H](C)CO)C(=O)c2c(c3ccccc3n2C)-c2ccccc2CO[C@@H]1CN(C)C(=O)Nc1cccc(F)c1	-0.9
Cc1ccc(S(=O)(=O)N(C)C[C@H]2Oc3c(NS(=O)(=O)c4ccccc4)cccc3C(=O)N([C@@H](C)CO)C[C@H]2C)cc1	-1.0
COc1ccc(NC(=O)N(C)C[C@H]2Oc3ccc(NC(=O)Nc4cccc5ccccc45)cc3C(=O)N([C@H](C)CO)C[C@@H]2C)cc1	2.6
Cc1ccc(-c2ccc3c(c2)O[C@H](CN(C)C)[C@H](C)CN([C@@H](C)CO)S3(=O)=O)cc1	-3.5
C[C@H](CO)N1C[C@H](C)[C@H](CN(C)S(=O)(=O)c2cccs2)Oc2ncc(C#CCN(C)C)cc2C1=O	0.4
C[C@@H]1CCCCO[C@@H](CN(C)C(=O)Nc2ccc(F)cc2)[C@H](C)CN([C@H](C)CO)C(=O)c2cc(NS(=O)(=O)c3cccs3)ccc2O1	-1.3
C[C@]12C=CC(=O)N1CCc1c2[nH]c2ccccc12	0.3
Cc1noc(C)c1NC(=O)N(C)C[C@@H]1OCCCC[C@H](C)Oc2ccc(NC(=O)Nc3ccccc3)cc2C(=O)N([C@H](C)CO)C[C@@H]1C	-1.8
CCNC(=O)[C@H]1[C@H](CO)[C@H]2Cn3c(ccc(-c4ccc(F)cc4)c3=O)[C@H]2N1CC1CC1	3.7
COc1ccccc1-c1ccc([C@@H]2[C@H](C#N)N(C(=O)C3CCC3)[C@H]2CO)cc1	0.1
CNC[C@H]1Oc2cc(C#CC3CCCC3)ccc2S(=O)(=O)N([C@@H](C)CO)C[C@H]1C	-7.2
CO[C@@H]1CN(C)C(=O)c2cc(NC(=O)NC3CCCCC3)ccc2OC[C@H](C)N(CC2CC2)C[C@H]1C	2.8
CCCC#Cc1ccc([C@@H]2[C@@H](C#N)N(S(=O)(=O)c3cccc(F)c3)[C@H]2CO)cc1	-1.8
C[C@H]1CN([C@@H](C)CO)C(=O)c2cccc(NS(=O)(=O)c3cn(C)cn3)c2O[C@H]1CN(C)S(=O)(=O)c1ccc(F)cc1	1.4
C[C@H]1CN([C@@H](C)CO)S(=O)(=O)c2ccc(-c3ccncc3)cc2O[C@H]1CN(C)C	1.0
COc1ccccc1-c1ccc2n(c1=O)C[C@@H]1[C@@H](CO)[C@H](C(=O)N3CCCCC3)[C@H]2N1CC1CC1	-1.4
CCCN(C)C[C@H]1Oc2ncc(-c3cccc(C(=O)N(C)C)c3)cc2C(=O)N([C@H](C)CO)C[C@@H]1C	0.0
O=C(Nc1ccc(Cl)cc1)N[C@H]1CC[C@@H](CCNC(=O)c2ccccc2F)O[C@@H]1CO	-1.9

As entered above.
Under Mtb BioA inh, `CCCN(C)C[C@H]1Oc2ncc(-c3cccc(C(=O)N(C)C)c3)cc2C(=O)N([C@H](C)CO)C[C@@H]1C` reads 0.0
Under Mtb BioA inh, `CNC[C@H]1Oc2cc(C#CC3CCCC3)ccc2S(=O)(=O)N([C@@H](C)CO)C[C@H]1C` reads -7.2

4 of the compounds above, field by field.
> C[C@H]1CN([C@@H](C)CO)C(=O)c2cccc(NS(=O)(=O)c3cn(C)cn3)c2O[C@H]1CN(C)S(=O)(=O)c1ccc(F)cc1
  Mtb BioA inh = 1.4
> C[C@H](CO)N1C[C@H](C)[C@H](CN(C)S(=O)(=O)c2cccs2)Oc2ncc(C#CCN(C)C)cc2C1=O
  Mtb BioA inh = 0.4
> CNC[C@H]1Oc2cc(C#CC3CCCC3)ccc2S(=O)(=O)N([C@@H](C)CO)C[C@H]1C
  Mtb BioA inh = -7.2
> CCCN(C)C[C@H]1Oc2ncc(-c3cccc(C(=O)N(C)C)c3)cc2C(=O)N([C@H](C)CO)C[C@@H]1C
  Mtb BioA inh = 0.0

Later entries:
SMILES	Mtb BioA inh
CCCC#Cc1cnc2c(c1)C(=O)N([C@@H](C)CO)C[C@H](C)[C@@H](CN(C)C(=O)CN1CCOCC1)O2	-2.1
C[C@H](CO)N1C[C@H](C)[C@H](CN(C)S(=O)(=O)c2ccccc2)Oc2ncc(C#CC3CCCCC3)cc2C1=O	11
O=C(Cc1ccccn1)NCC[C@@H]1CC[C@H](NS(=O)(=O)c2ccc(F)cc2)[C@@H](CO)O1	-0.8
C[C@@H]1CN([C@@H](C)CO)C(=O)Cc2cc(NC(=O)NC3CCCCC3)ccc2O[C@H]1CN(C)S(=O)(=O)c1ccc(F)cc1	-1.3
CC(=O)N(C)C[C@@H]1Oc2ncc(/C=C/c3ccccc3)cc2C(=O)N([C@@H](C)CO)C[C@@H]1C	0.0
C[C@H](CO)N1C[C@H](C)[C@H](CN(C)CC2CCOCC2)Oc2cc(C#Cc3ccccc3F)ccc2S1(=O)=O	-2.5
CNC(=O)C[C@@H]1CC[C@@H]2[C@@H](COc3ccc(NC(=O)Nc4cccc(Cl)c4)cc3C(=O)N2C)O1	8.9
CCCNC(=O)C[C@@H]1CC[C@@H]2[C@H](COc3ccc(NC(=O)c4ccc5c(c4)OCO5)cc3C(=O)N2C)O1	-0.5
CC(=O)N(C)C[C@H]1Oc2ncc(-c3ccc(C)cc3)cc2C(=O)N([C@@H](C)CO)C[C@@H]1C	1.0
CC=Cc1ccc2n(c1=O)C[C@@H]1[C@@H](CO)[C@H](C(=O)NCC)N(Cc3cocn3)[C@H]21 (mixture of isomers)	0.1
C[C@@H]1CN([C@H](C)CO)C(=O)c2cc(NC(=O)Nc3ccc(F)cc3)ccc2O[C@@H]1CN(C)S(=O)(=O)c1cccs1	-0.9
C[C@@H]1CN([C@@H](C)CO)S(=O)(=O)c2ccc(C#Cc3ccccc3F)cc2O[C@@H]1CN(C)CC1CCOCC1	-2.1
Cc1noc(C)c1NC(=O)N(C)C[C@@H]1Oc2ccc(NC(=O)Nc3ccccc3)cc2CC(=O)N([C@H](C)CO)C[C@@H]1C	-3.3
O=C(C[C@@H]1C[C@@H]2c3cc(NC(=O)C4CCOCC4)ccc3O[C@@H]2[C@@H](CO)O1)NCc1ccccc1	-2.5
COc1ccc(C#Cc2cnc3c(c2)C(=O)N([C@H](C)CO)C[C@H](C)[C@@H](CN(C)CC2CCOCC2)O3)cc1	0.1
COc1ccccc1CNC(=O)C[C@H]1CC[C@H]2[C@@H](COC[C@H](O)CN2Cc2ccccc2)O1	3.2
COCC#Cc1ccc([C@H]2[C@H](CO)N3CCCCN(S(=O)(=O)c4ccccc4C)C[C@@H]23)cc1	-2.8
C[C@H](CO)N1C[C@H](C)[C@@H](CN(C)C(=O)Nc2cccc3ccccc23)OCCCC[C@H](C)Oc2ccc(NS(=O)(=O)c3ccccc3)cc2C1=O	-1.3
O=C(C[C@H]1C=C[C@H](NC(=O)C2CCC2)[C@@H](CO)O1)NCc1ccccc1Cl	-0.6
C[C@H](CO)N1C[C@H](C)[C@@H](CN(C)S(=O)(=O)c2cccs2)Oc2ncc(C#CCC3CCCC3)cc2C1=O	-3.2
C[C@@H]1CCCCO[C@H](CN(C)C(=O)Nc2ccccc2)[C@@H](C)CN([C@@H](C)CO)C(=O)c2cc(NC(=O)CCC(F)(F)F)ccc2O1	3.1
C[C@H](CO)N1C[C@H](C)[C@H](CN(C)C(=O)Nc2cc(F)ccc2F)Oc2cc(-c3ccc(C#N)cc3)ccc2S1(=O)=O	-3.4
CCN1[C@@H]2Cn3c(ccc(-c4ccccc4)c3=O)[C@H]1[C@@H](C(=O)Nc1ccccc1)[C@@H]2CO	0.1
Cc1noc(C)c1C(=O)N(C)C[C@H]1OCc2ccccc2-c2c(n(C)c3ccccc23)C(=O)N([C@H](C)CO)C[C@H]1C	1.2
COc1ccc(CN(C)C[C@H]2OCCCC[C@@H](C)Oc3ccc(NS(=O)(=O)c4cn(C)cn4)cc3C(=O)N([C@@H](C)CO)C[C@@H]2C)cc1	0.2
COc1ccc(NC(=O)Nc2ccc3c(c2)C(=O)N([C@H](C)CO)C[C@@H](C)[C@H](CN(C)S(=O)(=O)c2ccc(F)cc2)OCCCC[C@@H](C)O3)cc1	-0.8
CO[C@@H]1CN(C)C(=O)c2cc(NC(=O)c3nc4ccccc4s3)ccc2OC[C@@H](C)N(Cc2cccnc2)C[C@H]1C	1.2
COc1ccc(NC(=O)Nc2ccc3c(c2)C(=O)N([C@@H](C)CO)C[C@H](C)[C@H](CN(C)S(=O)(=O)c2ccccc2)O3)cc1	5.2
COCC(=O)N1[C@H](CO)[C@@H]2c3ccccc3NC[C@@H]21	0.8
C[C@@H]1CCCCO[C@@H](CN(C)CC2CC2)[C@H](C)CN([C@@H](C)CO)C(=O)c2cc(NS(=O)(=O)c3ccccc3)ccc2O1	-1.1
O=C(C[C@H]1CC[C@@H](NC(=O)c2ccccn2)[C@@H](CO)O1)NCc1cccc(F)c1	3.6
O=C(C[C@@H]1CC[C@H]2[C@@H](COC[C@@H](O)CN2S(=O)(=O)c2cccc(Cl)c2)O1)N1CCCCC1	1.7
CCS(=O)(=O)Nc1ccc2c(c1)C(=O)N(C)[C@H]1CC[C@H](CC(=O)NCc3ccc(OC)cc3)O[C@@H]1CO2	-2.6
CS(=O)(=O)Nc1ccc2c(c1)[C@H]1C[C@H](CC(=O)NCc3ccccn3)O[C@H](CO)[C@H]1O2	0.2
Cc1ccc(-c2cnc3c(c2)C(=O)N([C@@H](C)CO)C[C@H](C)[C@@H](CN(C)C(=O)c2cccnc2)O3)cc1	-1.7
CC=Cc1ccc2n(c1=O)C[C@H]1[C@H](CO)[C@@H](C(=O)NCc3ccccc3)[C@@H]2N1CC (mixture of isomers)	0.1
C[C@H](CO)N1C[C@H](C)[C@@H](CN(C)CC2CCCC2)Oc2cc(Br)ccc2S1(=O)=O	1.8
C[C@H]1CN([C@@H](C)CO)C(=O)c2cc(NC(=O)Cc3ccccc3)ccc2O[C@H]1CN(C)CC1CC1	-0.9
COc1ccc(S(=O)(=O)N[C@@H]2CC[C@H](CC(=O)NCc3ccccc3F)O[C@@H]2CO)cc1	0.1
C[C@@H]1CN([C@H](C)CO)C(=O)c2cccc(NC(=O)c3ccc(-c4nccs4)cc3)c2O[C@H]1CN(C)C(=O)Nc1ccc2c(c1)OCO2	-1.3
O=C(CCN1CCCCC1)NCC[C@H]1CC[C@H](NC(=O)C2CCCC2)[C@H](CO)O1	-1.9
C[C@@H]1CCCCO[C@@H](CN(C)C(=O)Nc2cccc3ccccc23)[C@H](C)CN([C@@H](C)CO)C(=O)c2cc(NC(=O)Nc3ccc(F)cc3)ccc2O1	0.1
COc1ccc(S(=O)(=O)N(C)C[C@@H]2OCCCC[C@@H](C)Oc3ccc(NS(C)(=O)=O)cc3C(=O)N([C@@H](C)CO)C[C@@H]2C)cc1	0.3
COc1ccccc1S(=O)(=O)N[C@H]1CC[C@@H](CCNC(=O)C2CC2)O[C@@H]1CO	-2.2
C[C@H](NC(=O)C[C@@H]1C=C[C@H](NC(=O)CN2CCOCC2)[C@H](CO)O1)c1ccccc1	0.0
N#C[C@H]1[C@H](c2ccc(C#Cc3ccccc3F)cc2)[C@H](CO)N1C(=O)c1cccnc1	-3.3
C[C@@H]1CN([C@H](C)CO)C(=O)c2cc(NC(=O)Nc3ccc(F)cc3)ccc2O[C@@H](C)CCCCO[C@H]1CN(C)Cc1ccc(C(F)(F)F)cc1	-0.8
O=C(N[C@@H]1CC[C@@H](CCNS(=O)(=O)Cc2ccccc2)O[C@@H]1CO)c1ccc2c(c1)OCO2	-2.6
C[C@@H]1CN([C@H](C)CO)C(=O)Cc2cc(NC(=O)Nc3ccccc3)ccc2O[C@@H]1CN(C)S(=O)(=O)c1cccs1	-0.7
O=C(N[C@@H]1CC[C@H](CCNS(=O)(=O)c2ccc(F)cc2)O[C@H]1CO)c1cnccn1	2.5
CCCN(C)C[C@@H]1Oc2cc(-c3ccc(C)cc3)ccc2S(=O)(=O)N([C@@H](C)CO)C[C@H]1C	-1.7
CCC(=O)N1[C@@H]2Cn3c(ccc(-c4ccc(F)cc4)c3=O)[C@H]1[C@@H](C(=O)N(C)C)[C@@H]2CO	-1.4
